# High-throughput results from PubChem BioAssay.
# 5HT1a antag – antagonists of human 5-HT1a serotonin receptor; P08908; CHO 5-HT1a Ga15 NFAT-bla reporter, antagonist mode; inhibition, % at 10 µM; 0.68% of 62,000 active;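 active means inhibition above the mean of all tested compounds plus 3 SD, cut at about 43% in these data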;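 further: receptor stimulated by 5-CT agonist at 100 nM near EC80; beta-lactamase reporter measured by ratiometric fluorescence of a cleavable substrate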
# Target sequence (P08908 whole entry, looked up): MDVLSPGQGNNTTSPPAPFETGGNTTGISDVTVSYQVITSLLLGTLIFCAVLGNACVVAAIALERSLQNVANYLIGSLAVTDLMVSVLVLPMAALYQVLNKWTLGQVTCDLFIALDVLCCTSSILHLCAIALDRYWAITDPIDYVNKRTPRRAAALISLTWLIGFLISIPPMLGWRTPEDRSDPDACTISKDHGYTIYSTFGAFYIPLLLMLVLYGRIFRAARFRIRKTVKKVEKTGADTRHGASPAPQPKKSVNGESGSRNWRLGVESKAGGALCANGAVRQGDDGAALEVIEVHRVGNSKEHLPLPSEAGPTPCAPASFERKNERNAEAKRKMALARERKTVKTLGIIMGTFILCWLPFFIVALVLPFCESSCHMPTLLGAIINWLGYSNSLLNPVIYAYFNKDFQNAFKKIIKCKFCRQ
# S1P1 ag-PAM – agonists and agonism potentiators of human S1P1 receptor | P21453 | S1P1 CRE-bla cells, forskolin, beta-lactamase FRET, potentiator mode; S1P1 agonist co-added at EC20, 2 nM; 100% = saturating reference agonist, 0% = basal | activation, % at 9.5 µM | 0.57% of 56,000 active;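 active means activation above a cutoff set at the mean activation of all tested compounds plus 3 SD, cut at about 54% in these data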;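 further: forskolin at 4 µM as EC80 and the EC20 agonist is SEW2871; 100% = SEW2871 at its EC100 plus forskolin at EC80; some compounds past the cut are filed as inactive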
# Target sequence (P21453 whole entry, looked up): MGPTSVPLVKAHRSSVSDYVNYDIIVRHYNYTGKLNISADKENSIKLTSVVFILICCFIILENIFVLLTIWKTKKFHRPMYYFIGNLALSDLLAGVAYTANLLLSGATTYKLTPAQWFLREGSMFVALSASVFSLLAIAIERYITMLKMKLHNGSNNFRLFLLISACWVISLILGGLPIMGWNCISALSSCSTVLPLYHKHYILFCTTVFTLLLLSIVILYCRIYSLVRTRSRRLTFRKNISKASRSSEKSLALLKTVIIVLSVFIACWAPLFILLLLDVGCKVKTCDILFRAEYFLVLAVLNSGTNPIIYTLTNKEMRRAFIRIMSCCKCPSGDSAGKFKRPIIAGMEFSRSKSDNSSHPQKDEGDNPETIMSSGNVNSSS
# Autofluor 339 – intrinsic fluorescence of library compounds, ex339/em460 – biochemical, MLSMR library, data from DPM-DC assay, artefact control, profiling panel | compound autofluorescence, ex339/em460 nm, NADH buffer; active compounds read high; 1 = no-compound wells, NADH background | fluorescence fold increase at 10 µM | 5.5% of 65,000 active | AID 709;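 active means at 10 µM, mean starting fluorescence two-fold or more over control wells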;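 further: signal is the first read of a kinetic run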
# Her2 expr inh – inhibitors of human Her2 kinase expression; P04626; SKBR-3 HER2 protein level, AlphaScreen, 18-24 h; active compounds read low; HER2 level % of control, % at 10 µM; 0.69% of 65,000 active; AID 645;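 active means HER2 level under 5% of the carrier-only control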;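 further: 100% = DMSO carrier and 0% = 500 nM PU-H71 HSP90 inhibitor; lower value means stronger loss of Her2 protein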
# 5HT1E antag – 5-HT1E (human) receptor antagonism; P28566; CHO 5-HT1E Ga15 NFAT-bla reporter, FRET, antagonist; inhibition, % at 6 µM; 0.99% of 65,000 active; AID 571;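 active means inhibition above a set limit, the mean inhibition across every tested compound plus 3 SD, cut at about 29% in these data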;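 further: signal is the 460 over 535 nm emission ratio of beta-lactamase substrate; 0% = agonist plus DMSO wells and 100% = wells without agonist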
# S1P3 agonist – activates the human S1P3 receptor; Q99500; S1P3 NFAT-BLA reporter cells, agonism, FRET ratio; relative to 1 µM S1P, basal subtracted; activation, % at 4.5 µM; 0.1% of 60,000 active; AID 373;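 active means activation above the screen-wide mean plus 3 SD, cut at about 4.5% in these data, passing the limit was not always enough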; further: some compounds called inactive have numbers as strong as hits
#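 Material: Human S1P3 NFAT-BLA reporter CHO cells | Incubation: Overnight plating, 4 h compound 37 °C, 2 h substrate RT | Signal: FRET β-lactamase substrate fluorescence, excitation 405 nm, 460/535 nm emission ratio, background-subtracted | Compound: 4.5 µM final, single dose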
# MMP13 inh – blocks human MMP13 activity | inhibition, % at 4 µM | P45452 | 0.07% of 65,000 active | MMP-13 fTHP FRET cleavage, Mca fluorescence | AID 570;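 active means inhibition above the mean of compound-free control plate wells plus 3 SD, cut at about 14% in these data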;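 further: 0% = DMSO wells and 100% = wells with reference MMP-13 inhibitor after basal subtraction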
# 5HT1E ag – 5-HT1E (human) receptor agonism. 0.69% of 65,000 active. activation, % at 6 µM. CHO 5-HT1E Ga15 NFAT-bla reporter, FRET; 0% DMSO wells, 100% control agonist wells;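 active means activation above a set limit, the screen-wide mean activation plus 3 SD, cut at about 8.5% in these data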;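 further: 100% = positive control agonist at 1 µM giving full maximal response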
# A340 absorber – compound absorbs light at 340 nm; compound absorbance at 340 nm, fold over control; fold change at 10 µM; 65,000 tested, under 10 active; AID 708;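 active means at 10 µM dose, initial 340 nm absorbance at least 2 fold that of control wells; inactive means change under 2 fold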;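 further: initial absorbance extrapolated from kinetic A340 decline of NADH oxidation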
# * = called active by the depositor; nt = no result given; [ ] = remark or other dose.
1: Cn1nc(-c2ccc(Cl)cc2)c2cc(C(=O)NCCN3CCOCC3)sc21
2: Cn1c(=O)[nH]c(=O)c2c1nc(Br)n2Cc1ccccc1F
3: COc1ccc(C(C)NC(=O)C2CCCO2)cc1OC (configuration not stated)
4: COc1ccc(NS(=O)(=O)c2ccc(NC(=O)C3CCCO3)cc2)cc1 (configuration not stated)
5: N#Cc1c(N)n(CCOC(=O)c2ccc(Cl)cc2)c2nc3ccccc3nc12
6: Cc1cc2cc(CN(CCN3CCOCC3)C(=O)Nc3ccccc3F)c(=O)[nH]c2cc1C
7: O=C(Cc1cccs1)Nc1ccc(S(=O)(=O)Nc2ncccn2)cc1
8: CCN(CC)c1ccc2cc(NC(=O)CCC(=O)O)c(=O)oc2c1
Assay by compound,1,2,3,4,5,6,7,8
5HT1a antag,15.1,-5.0,-8.0,3.1,nt,-7.3,-10.4,40.5
S1P1 ag-PAM,-34.1,-21.3,14.7,14.3,-114.2,-48.0,-20.3,58.0*
Autofluor 339,2.13*,1.06,1.03,1.08,2.28*,1.76,1.06,2.96*
Her2 expr inh,83.5,115.4,143.7,93.7,145.0,79.1,105.4,90.8
5HT1E antag,-10.2,4.1,0.9,7.4,-21.9,-4.5,-14.1,55.4*
S1P3 agonist,-1.1,-0.6,-0.8,-0.9,2.5,0.3,0.2,-1.6
MMP13 inh,-119.0[fluorescence artefact?],-0.4,-0.4,5.1,-295.3[fluorescence artefact?],-3.5,1.7,-22.9
5HT1E ag,-0.1,0.3,0.1,0.2,4.7,-0.7,-0.1,-0.1
A340 absorber,1.1,0.99,1.03,1,1.01,1.08,0.97,0.99

9: O=C(CN1C(=O)CCSc2ccccc21)Nc1cccc(F)c1
10: CCN(CC)CCN1C(=O)C(O)=C(C(=O)c2cc3ccccc3o2)C1c1cccnc1 (configuration not stated)
11: CCOC(=O)c1cnn2c(C(F)(F)F)cc(-c3cn(C)nc3C)nc12
12: c1cn2cc(CSC3CCCCC3)nc2s1
13: COc1ccc(N2CCN(C(=O)CN3C(=O)c4ccccc4S3(=O)=O)CC2)cc1
14: COc1ccc2c(c1)c1nnc(SC)nc1n2C
15: c1nc(NC2CCCC2)c2[nH]cnc2n1
16: O=C(CSc1nnc(CNC(=O)c2ccccc2F)o1)Nc1ccc2c(c1)OCCO2
Assay by compound,9,10,11,12,13,14,15,16
5HT1a antag,3.1,nt,-3.0,-0.2,0.9,4.1,2.3,-11.4
S1P1 ag-PAM,4.1,2.4,nt,0.3,nt,-52.2,27.6,nt
Autofluor 339,1.11,1.08,3.73*,1.06,1.07,1,1.29,1.08
Her2 expr inh,83.8,125.3,104.4,103.6,84.0,67.7,87.7,107.7
5HT1E antag,-2.1,-1.8,-1.7,-4.8,0.4,12.9,3.5,5.4
S1P3 agonist,-1.2,-3.0,-2.1,-0.3,nt,0.8,-1.3,nt
MMP13 inh,0.7,1.3,-129.1[fluorescence artefact?],1.6,3.6,-3.6,2.3,-2.1
5HT1E ag,-1.5,0.3,-0.1,-1.0,1.3,17.1*,0.2,-0.7
A340 absorber,1,1.05,1.18,1,1.01,1.08,1.03,1.06

17: Cc1nc(SCC(=O)N(C)Cc2ccco2)c2c(C)c(C)sc2n1
18: CNC(=O)c1c(NC(=O)c2ccc(S(=O)(=O)N3CCOCC3)cc2)sc2c1CCC2
19: O=C(Cn1nc(Cl)nc1Cl)c1cc2ccccc2oc1=O
20: Cc1nc2cc(N3CCOCC3)c(NC(=O)C3CC3)cc2c(=O)n1Cc1ccccc1
21: Cc1ccc(CCNC(=O)C2CCC(=O)N2Cc2cccnc2)cc1 (configuration not stated)
22: CCOc1ccc(NC2=NC(C)(C)N=C(N)N2)cc1
23: O=c1[nH]c(SCC2CCCCO2)nc2ccccc12 (configuration not stated)
24: CCOC(=O)Cn1nnc(-c2ccc(SC)cc2)n1
Assay by compound,17,18,19,20,21,22,23,24
5HT1a antag,-10.9,-14.1,14.8,-3.4,-4.9,-6.8,-7.3,-4.4
S1P1 ag-PAM,-15.9,-19.6,2.8,-16.1,-3.4,-7.0,-20.0,-13.5
Autofluor 339,1.14,1.1,2.16*,1.21,1.12,1.11,1.11,1.03
Her2 expr inh,72.1,108.0,80.0,74.4,119.4,83.8,84.7,157.0
5HT1E antag,-7.4,-10.7,-5.4,1.7,3.2,6.3,-8.0,-15.0
S1P3 agonist,0.3,-0.6,-2.2,0.6,-0.4,0.2,-1.0,0.3
MMP13 inh,0.0,0.3,-3.8,-6.0,-2.9,-1.3,0.6,3.2
5HT1E ag,-0.4,1.5,-0.3,0.7,0.9,0.7,0.7,0.8
A340 absorber,1,1.11,0.97,1.02,0.99,1.01,1.02,0.97

25: CS(=O)(=O)N(CC(=O)Nc1ccc2c(c1)OCO2)Cc1ccc(Cl)cc1
26: O=C(CSc1n[nH]c(-c2ccncc2)n1)NC1CCS(=O)(=O)C1 (configuration not stated)
27: CC(=O)Oc1cc2c(C(C)=O)coc2c2ccccc12
28: Cc1ccc(S(=O)(=O)N(c2cccc(C(F)(F)F)c2)C2C=CS(=O)(=O)C2)cc1 (configuration not stated)
29: Cc1ccnc(N2CCC(C(=O)Nc3ccc(Oc4ccccc4)cc3)CC2)n1
30: CC(=O)N1CCC2(CC1)CC(=O)c1cc(OCC(=O)NCc3ccco3)ccc1O2
31: CCc1ccc(OCc2nnc(SCCN3CCOCC3)n2CC)cc1
32: CN(C)S(=O)(=O)c1ccc(N2CCCC2)c(C(=O)Nc2ccccc2N2CCOCC2)c1
Assay by compound,25,26,27,28,29,30,31,32
5HT1a antag,-6.6,-8.1,-1.6,-7.5,-4.2,-7.0,-10.3,-11.1
S1P1 ag-PAM,33.4,-21.4,-8.8,-27.4,-0.8,-6.3,-31.5,-33.4
Autofluor 339,1.03,1.5,1.11,1.03,1.22,3.39*,1.08,1.05
Her2 expr inh,87.8,103.8,124.5,70.8,92.5,88.8,102.8,119.2
5HT1E antag,-0.8,-2.9,-3.1,4.2,3.5,9.4,-2.9,8.5
S1P3 agonist,-1.5,-0.4,-0.8,-0.6,0.0,-0.6,-1.0,0.5
MMP13 inh,2.1,-1.3,1.5,0.0,0.7,-47.0,3.2,-5.4
5HT1E ag,1.8,-0.3,1.1,0.8,0.1,-0.5,1.4,-0.2
A340 absorber,0.99,1.01,1.04,0.95,1,1,1,1.03

33: Cc1cc(S(=O)(=O)N2CCOCC2)ccc1F
34: CC(C)(C)c1cc(Br)ccc1OCC(=O)Nc1ncn[nH]1
35: CC(=O)Nc1ccc(C(=O)OC2CCOC2=O)cc1 (configuration not stated)
36: CCOC(=O)CCC(=O)NCc1ccc2c(c1)cc(C)n2C
37: CSc1ccc(S(=O)(=O)Nc2ccc(F)cc2)cc1
38: Cc1nc(=O)c(-c2ccccc2)c(C)n1-c1ccccc1O
39: O=C(CNC(=O)c1cnccn1)Nc1ccc(F)c(F)c1F
40: CCOc1ccccc1C(=O)N(CN1CCCC1=O)c1cccc(Cl)c1
Assay by compound,33,34,35,36,37,38,39,40
5HT1a antag,-5.5,-9.5,5.7,13.2,6.6,-1.4,-5.7,-10.2
S1P1 ag-PAM,14.4,-3.5,-6.2,11.1,2.8,-0.7,nt,-0.9
Autofluor 339,1.11,1.02,1.06,1.16,1.06,1.15,0.92,1.12
Her2 expr inh,77.0,90.2,109.8,97.8,110.2,102.4,91.8,93.5
5HT1E antag,2.0,-5.7,-0.4,-2.0,0.6,0.5,-5.2,-12.0
S1P3 agonist,-1.7,-0.5,-1.0,-0.4,-0.5,-1.3,nt,-0.5
MMP13 inh,2.3,-5.4,1.7,-5.2,-1.7,3.6,4.1,5.4
5HT1E ag,-0.5,0.7,-0.7,-0.3,0.3,-1.0,0.7,0.4
A340 absorber,1.04,0.99,1.03,0.99,1.05,0.98,0.99,0.99

41: CCOC(=O)C1CCN(C(=O)c2c(-c3c(Cl)cccc3Cl)noc2C)CC1
42: CCC(C)(C(=O)NC1CCCC1)N(CC1CCCO1)C(=O)CNC(=O)c1ccccc1 (configuration not stated)
43: Fc1ccccc1CSc1ncnc2c1oc1ccccc12
44: CCOc1ccc(C2C(C(=O)NC)=C(C)Nc3nc4ccccc4n32)cc1OC (configuration not stated)
45: CCOC(=O)Cc1cc(=O)n(-c2nc3ccccc3s2)[nH]1
46: CCCCCOc1ccc(OC(=O)c2ccncc2)cc1
47: CN=c1oc2ccc(Cl)cc2cc1C(N)=O
48: COc1ccc(CN(C(=O)c2cccs2)c2nccs2)cc1OC
Assay by compound,41,42,43,44,45,46,47,48
5HT1a antag,5.3,7.1,-0.6,-3.8,6.5,14.7,15.1,8.9
S1P1 ag-PAM,6.4,nt,-24.5,2.2,4.5,3.3,-8.8,23.6
Autofluor 339,1.05,1.13,1.06,1.15,1.1,1.15,1.14,1.03
Her2 expr inh,101.9,67.7,87.0,102.2,96.4,61.9,59.7,103.3
5HT1E antag,15.3,1.0,5.4,3.1,-7.7,1.7,-1.0,2.8
S1P3 agonist,-0.4,nt,-0.9,-1.2,-1.1,-0.2,-0.9,-1.2
MMP13 inh,0.3,6.0,-5.4,-7.5,4.5,-0.3,-6.8,1.3
5HT1E ag,-1.2,0.5,0.1,1.1,1.1,-0.4,9.8*,-0.6
A340 absorber,0.98,1.04,1,1.04,0.99,1.06,1.04,1

# Given with the structure last: part of the list above.
no.	5HT1a antag	S1P1 ag-PAM	Autofluor 339	Her2 expr inh	5HT1E antag	S1P3 agonist	MMP13 inh	5HT1E ag	A340 absorber	structure
40	-10.2	-0.9	1.12	93.5	-12.0	-0.5	5.4	0.4	0.99	CCOc1ccccc1C(=O)N(CN1CCCC1=O)c1cccc(Cl)c1
41	5.3	6.4	1.05	101.9	15.3	-0.4	0.3	-1.2	0.98	CCOC(=O)C1CCN(C(=O)c2c(-c3c(Cl)cccc3Cl)noc2C)CC1
42	7.1	nt	1.13	67.7	1.0	nt	6.0	0.5	1.04	CCC(C)(C(=O)NC1CCCC1)N(CC1CCCO1)C(=O)CNC(=O)c1ccccc1 (configuration not stated)
43	-0.6	-24.5	1.06	87.0	5.4	-0.9	-5.4	0.1	1	Fc1ccccc1CSc1ncnc2c1oc1ccccc12
44	-3.8	2.2	1.15	102.2	3.1	-1.2	-7.5	1.1	1.04	CCOc1ccc(C2C(C(=O)NC)=C(C)Nc3nc4ccccc4n32)cc1OC (configuration not stated)
45	6.5	4.5	1.1	96.4	-7.7	-1.1	4.5	1.1	0.99	CCOC(=O)Cc1cc(=O)n(-c2nc3ccccc3s2)[nH]1
46	14.7	3.3	1.15	61.9	1.7	-0.2	-0.3	-0.4	1.06	CCCCCOc1ccc(OC(=O)c2ccncc2)cc1
47	15.1	-8.8	1.14	59.7	-1.0	-0.9	-6.8	9.8*	1.04	CN=c1oc2ccc(Cl)cc2cc1C(N)=O
48	8.9	23.6	1.03	103.3	2.8	-1.2	1.3	-0.6	1	COc1ccc(CN(C(=O)c2cccs2)c2nccs2)cc1OC
